Eya2 phos inh – blocks the phosphatase activity of human Eya2. O00167. recombinant Eya2, OMFP fluorescence dephosphorylation (OMFP is methylfluorescein phosphate). Potency, µM (highest dose often 76.9 µM), for inactives: at the highest dose activity, negative = inhibition, actives largely listed as inhibitors. actives 0.006% (n = 330,000); further: potency means the concentration at half of the fitted maximal effect
Target sequence (O00167 whole entry, looked up): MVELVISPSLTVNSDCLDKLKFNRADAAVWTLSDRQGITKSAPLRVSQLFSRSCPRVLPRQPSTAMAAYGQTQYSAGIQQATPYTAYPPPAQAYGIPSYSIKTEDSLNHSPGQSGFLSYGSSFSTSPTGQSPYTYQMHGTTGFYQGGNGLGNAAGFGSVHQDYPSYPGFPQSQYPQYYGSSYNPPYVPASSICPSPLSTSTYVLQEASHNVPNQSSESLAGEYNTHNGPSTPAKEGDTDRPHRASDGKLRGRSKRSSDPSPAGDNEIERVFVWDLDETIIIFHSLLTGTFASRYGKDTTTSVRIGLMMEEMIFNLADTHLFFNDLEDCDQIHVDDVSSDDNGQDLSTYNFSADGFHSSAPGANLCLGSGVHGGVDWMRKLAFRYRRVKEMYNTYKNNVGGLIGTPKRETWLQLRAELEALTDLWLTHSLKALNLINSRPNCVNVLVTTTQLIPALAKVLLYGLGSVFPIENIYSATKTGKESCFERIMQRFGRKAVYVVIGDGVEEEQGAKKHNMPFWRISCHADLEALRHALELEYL
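Eya2 (0.2 uM) preincubated 10 min at ambient with compound, then OMFP substrate added at 50 uM; 10 min reaction in 50 mM HEPES pH 7.5, 50 mM NaCl, 5 uM MgCl2, 0.05% BSA, 1 mM DTT. Fluorescence read at Ex 485/Em 525 nm.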
uPA generation – cell surface uPA generation inhibition; cell surface uPA generation assay, qHTS; Potency, µM (series often up to 38.3 µM), for the others: at the top dose activity change, negative = inhibition, actives largely listed as inhibitors; actives 0.31% (n = 330,000); AID 540303; active means well fitted inhibition curve with a large enough effect; inconclusive means small, poorly fitted or top-dose-only effect; inactive means no such curve, though single readings can be large or run the other way; tested in mouse RAW 264.7 cells; further: potency means the concentration at half of the fitted maximal effect; nearly all actives have a fitted effect of over 55% in size
hERG WT inh – KCNH2 (human, wildtype) channel inhibition. actives 0.37% (n = 340,000). activity change, % at 1.84 µM. Q12809. U2OS, BacMam KCNH2, thallium flux FluxOr; hits give low values;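 active means maximum activity change below -70%; inconclusive means maximum activity change between -70% and -50%; inactive means maximum activity change above -50%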
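U2OS cells transduced with wild-type KCNH2 virus are loaded with FluxOr dye for 45 min, and thallium flux is measured in kinetic reads before and after stimulation buffer. Rate constants are normalized to DMSO controls.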
KCNH2 3.1 inh – inhibitors of human KCNH2 3.1 potassium channel isoform | activity change, % (tested at about 1.8 µM) | actives 0.95% (n = 340,000) | U2OS KCNH2 3.1, thallium flux FluxOr; hits give low values;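 active means maximum activity change below -70%; inconclusive means maximum activity change from -70% to -50%; inactive means maximum activity change above -50%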;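 further: thallium influx rate constant from kinetic fluorescence after stimulation buffer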
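Thallium flux read-out: FluxOr dye with Red40 quencher in HBSS/HEPES, 45 min at RT. Rate constants from kinetic reads were normalized to positive and negative DMSO controls. Cells: U2OS virally expressing the 3.1 isoform.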
B2AR arrestin – agonists driving beta-arrestin recruitment to human beta2-adrenergic receptor | AID 492947 | actives 0.02% (n = 330,000) | Potency, µM (series often up to 46.1 µM), for inactives: at the top dose activation, actives largely listed as activators | beta-arrestin recruitment to beta2AR, cell-based reporter;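 further: potency means the concentration at half of the fitted maximal effect; 0% = DMSO controls and full agonism = EC100 isoproterenol or metaproterenol; nearly all actives have a fitted effect of over 65% in size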
GALK inh – galactokinase (human) inhibition; Potency, µM (highest dose often 57.5 µM), for the others: top-dose activity change, negative = inhibition, most hits filed as inhibitors; AID 1868; Purified GALK, Kinase-Glo residual ATP luminescence; P51570; actives 0.007% (n = 270,000); further: potency means the concentration at half of the fitted maximal effect
Target sequence (P51570 whole entry, looked up): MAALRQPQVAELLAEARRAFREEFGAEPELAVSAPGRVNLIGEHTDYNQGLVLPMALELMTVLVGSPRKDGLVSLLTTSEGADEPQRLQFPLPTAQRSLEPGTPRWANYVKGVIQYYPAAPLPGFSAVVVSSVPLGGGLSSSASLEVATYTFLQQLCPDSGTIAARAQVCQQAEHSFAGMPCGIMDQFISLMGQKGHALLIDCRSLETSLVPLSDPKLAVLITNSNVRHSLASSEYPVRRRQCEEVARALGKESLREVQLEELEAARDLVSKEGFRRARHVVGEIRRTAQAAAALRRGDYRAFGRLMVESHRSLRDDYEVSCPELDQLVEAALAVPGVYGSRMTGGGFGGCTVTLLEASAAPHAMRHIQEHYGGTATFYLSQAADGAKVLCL
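5 nM enzyme, 35 uM ATP, 100 uM galactose, 20 mM HEPES pH8.0, 5 mM MgCl2; 1 h RT; residual ATP by Kinase-Glo Plus luminescence, qHTS format.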
PKM2 activator – increases activity of human pyruvate kinase M2; P14618; purified PKM2, Kinase-Glo ATP luminescence, activation; response scale: 0% is enzyme alone, no compound; Potency, µM (doses to about 57.5 µM), inactives show at the highest dose activation, actives largely listed as activators; actives 0.34% (n = 260,000); further: potency means the concentration at half of the fitted maximal effect; nearly all actives have a fitted effect of over 55% in size
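Kinase-Glo luminescence reports ATP generated from ADP (0.1 mM) and PEP (0.5 mM) by purified hPK-M2 after 1 h at room temperature, pH 7.2 imidazole buffer; intermediate enzyme activity allows detecting inhibitors and activators.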
FBPA coupling cs – inhibits coupling enzyme system, counter-screen for aldolase hits; coupling enzyme system counterscreen, AmpLite Red fluorescence; activity change, negative = inhibition, % at 58.2 µM, hits read low; actives 0.67% (n = 290,000); in the data active means activity change below about -30%
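Activity here indicates interference with the coupling reaction, not aldolase inhibition. Compounds at 57.5 uM final met coupling enzymes for 10 min at RT; substrate and AmpLite Red detection followed, with a 525/598 nm fluorescence read after 20 min.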
Chronic BCR inh – chronic active BCR signaling inhibition; ABC-DLBCL IkBa-CBG/CBR reporter, luminescence ratio, 4 h; Potency, µM (highest dose often 46.1 µM), inactives show at the highest dose ratio change, negative = lower green/red ratio, actives largely listed as inhibitors; actives 0.05% (n = 340,000); AID 493014; active means well fitted inhibition curve with a large enough effect in the signal ratio, with a control signal flat, not every such curve was filed as active; inconclusive means small, poorly fitted or top-dose-only effect, or effect the other way, or a change in a side signal; the % refers to the signal ratio;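 further: potency means the concentration at half of the fitted maximal effect; plate controls were basal doxycycline-induced cells for no effect and cells given 10 µM MG132 for full effect; MG132 reads +100%, hits lower the ratio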
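TMD8 human ABC-DLBCL cells with doxycycline-inducible IκBα–green luciferase fusion and unfused red luciferase, in 0.5% FBS medium; compounds up to 46 uM, 4 h at 37C. Green/red luminescence ratio, filter-overlap corrected, fitted to concentration-response curves.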
USP2a inh – blocks human ubiquitin-specific protease USP2a; O75604; USP2 core, Ub-CHOP2 coupled fluorogenic reporter, 485/531; Potency, µM (series often up to 38.3 µM), for the others: top-dose activity change, negative = inhibition, hits mostly inhibitors; actives 0.01% (n = 330,000); AID 463254;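 further: potency means the concentration at half of the fitted maximal effect; plate controls were DMSO wells for no effect and full inhibition by NEM control for full effect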
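Deubiquitinase activity read as fluorescence (485/531 nm) after Ub-CHOP2 cleavage activates the enterokinase reporter on its substrate; USP2 core 10nM, Ub-CHOP2 and substrate 25nM each, 30min compound preincubation then 60min RT; data normalized to NEM, curves fitted.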
Giardia killer – kills Giardia lamblia; actives 0.15% (n = 340,000); Giardia lamblia trophozoite viability; activity change, % at 7.66 µM, hits read low; in the data active means activity change below about -80%; inconclusive means between about -30% and that limit;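 further: parasites exposed to compound for two days anaerobically before the ATP read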
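Each well holds 100 Giardia trophozoites and compound. After two days (48 hrs) at 37 deg C in anaerobic conditions, ATP is quantified by luminescence.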
Active calls of the source: *; ? = inconclusive; · = not tested or not shown; [ ] = another dose, or the depositor's remark. Unless noted, the call rests on the fitted dose curve; in most records, active means well fitted curve in the direction sought with a large enough effect; inconclusive means small, poorly fitted or top-dose-only effect, or another doubt; inactive means no such curve, though single readings can be large; an effect the other way counts as inactive or inconclusive. Unless noted, on the % scale 0 is the no-effect control and ±100 the full control effect.

SMILES	Eya2 phos inh	uPA generation	hERG WT inh	KCNH2 3.1 inh	B2AR arrestin	GALK inh	PKM2 activator	FBPA coupling cs	Chronic BCR inh	USP2a inh	Giardia killer
COc1cc(C(C(=O)NC2CCCCC2)N(CCN2CCOCC2)C(=O)C2COc3ccccc3O2)cc(OC)c1OC (configuration not stated)	6.7%	·	-8.3	-11.7	0.2%	-3.2%	-1.5%	0.0	?	0.7%	-13.4
CCc1cccc(NC(=O)CCC(=O)N2CCSc3ccccc32)c1	8.0%	-4.5%	-5.2	-3.9	-0.7%	·	2.3%	0.0	13.9%	-0.2%	1.9
CCC1S/C(=N/N=C/c2ccco2)NC1=O (configuration not stated)	-5.9%	-3.3%	0.7	-44.5	-0.4%	0.5%	1.9%	0.5	4.2%	-4.3%	2.5
O=C(Cn1c(=O)oc2cc(S(=O)(=O)N3CCc4ccccc43)ccc21)N1CCCCC1	14.8%	-2.1%	6.9	5.3	-1.1%	1.6%	6.1%	1.1	6.3%	-2.3%	-5.5
O=c1c2ccccc2cnn1Cc1n[nH]c(=S)n1-c1ccc(F)cc1	-27.4%	2.7%	-8.9	-11.4	0.0%	0.4%	3.7%	0.3	8.2%	10.9%	-16.3
CCOc1ccc(/C(O)=C2/C(=O)C(=O)N(c3ncccn3)C2c2ccc(Cl)cc2)cc1 (configuration not stated)	?	-1.0%	-13.9	-29.9	0.1%	0.4%	7.2%	26.8	4.0%	-0.2%	-0.9
Cc1noc(C)c1CN(C(=S)NC1CC1)c1ccccc1	-8.0%	-3.8%	-0.8	-1.8	-0.3%	0.0%	-4.1%	-2.6	-8.2%	1.3%	1.2
O=S(=O)(Nc1nc2ccccc2[nH]1)c1ccccc1	-9.4%	2.5%	0.7	-3.7	-0.1%	7.4%	1.0%	-3.9	-0.5%	0.8%	15.9
COC(=O)c1cc(NCc2cccs2)ccc1N1CCOCC1	-10.4%	·	8.9	32.3	0.0%	-1.7%	7.1%	-15.5	2.4%	-0.8%	-10.1
CC(=O)NCCC(=O)Nc1cc(S(=O)(=O)N2CCCCC2)ccc1Oc1cccc(C)c1	-5.5%	-15.1%	-1.5	-5.2	-0.9%	-2.5%	4.1%	·	-3.8%	1.9%	22.5
Cc1nc(N)ncc1Sc1ccc(Cl)cc1	-0.4%	-0.7%	-1.8	2.2	0.0%	0.4%	1.8%	0.4	4.6%	9.2%	4.2
CC(=O)NCCC1CCCCN1C(=O)c1cc(COc2cc(C)ccc2C)on1 (configuration not stated)	18.3%	-9.8%	-12.5	?	0.0%	5.1%	·	·	0.0%	6.0%	-4.7
COc1ccc([N+](=O)[O-])cc1NC(=O)CSCc1ccc(Br)cc1	6.3%	-10.7%	4.7	-4.7	-2.0%	·	-6.4%	-10.7	1.8%	4.4%	-4.8
CC(=O)N1CCN(C(=O)COC(=O)CNC(=O)c2ccccc2C)CC1	-0.3%	-2.1%	-2.3	-1.0	-1.2%	·	·	·	8.3%	1.3%	-21.6
COC(=O)[C@@]12CCCCN1[C@H](c1ccc(SC3CCCCC3)c(OC)c1)[C@@H]1C(=O)N(C)C(=O)[C@@H]12	-14.2%	-5.0%	-2.1	9.6	0.1%	·	·	·	6.0%	-9.4%	1.1

The final 2 entries of the part before are carried over, then new ones follow:
SMILES	Eya2 phos inh	uPA generation	hERG WT inh	KCNH2 3.1 inh	B2AR arrestin	GALK inh	PKM2 activator	FBPA coupling cs	Chronic BCR inh	USP2a inh	Giardia killer
CC(=O)N1CCN(C(=O)COC(=O)CNC(=O)c2ccccc2C)CC1	-0.3%	-2.1%	-2.3	-1.0	-1.2%	·	·	·	8.3%	1.3%	-21.6
COC(=O)[C@@]12CCCCN1[C@H](c1ccc(SC3CCCCC3)c(OC)c1)[C@@H]1C(=O)N(C)C(=O)[C@@H]12	-14.2%	-5.0%	-2.1	9.6	0.1%	·	·	·	6.0%	-9.4%	1.1
Cc1noc(NS(=O)(=O)c2ccc(NC(=O)c3ccoc3C)cc2)c1C	-0.9%	0.6%	3.9	12.7	-0.1%	0.1%	12.1%	12.7	-0.1%	-7.0%	16.1
CCN(CC)CCn1c2ccccc2c2nc3ccc([N+](=O)[O-])cc3cc21	3.9%	-9.0%	3.5	6.0	-0.8%	10.3%	-6.1%	-1.5	15.6%	6.9%	3.0
Cc1ccccc1-c1nnc(SCC(=O)Nc2ccc3c(c2)OCCO3)n1N	1.7%	3.1%	-0.3	-2.3	-2.7%	4.2%	-0.3%	1.0	-0.1%	-1.5%	11.5
CCOC(=O)c1sc(NC(=S)NC(=O)c2ccccc2Cl)c(C(=O)OCC)c1C	-21.5%	-0.8%	-3.4	-1.5	4.1%	0.2%	-0.6%	0.0	?	1.1%	-14.2
Cc1ccc(N=Nc2c(O)c3ccccc3[nH]c2=O)c(S(=O)(=O)N(C)C)c1	1.3%	·	·	·	-0.3%	1.3%	-10.3%	-3.9	-10.8%	-0.2%	·
COc1ccc(OC)c(N(CC(=O)O)S(=O)(=O)c2ccc(OC)c(OC)c2)c1	3.7%	12.9%	-4.1	1.5	-0.1%	-2.0%	-5.7%	3.9	0.3%	-0.1%	7.1
CCOc1ccc(OCC)c(NC(=O)CSc2nc3cccnc3n2C)c1	-8.2%	-4.5%	16.2	3.4	0.0%	·	0.7%	0.6	-1.0%	3.4%	4.6
CSc1ccccc1OCc1cc(C(=O)N2CCCC2c2nonc2C)no1 (configuration not stated)	?	-0.6%	2.1	-7.3	-0.7%	5.5%	·	·	-13.2%	-0.3%	-15.0
Cc1cc(NC(=O)CSc2nnc(CNc3ccc(F)cc3)n2C2CCCCC2)no1	-17.0%	·	-19.5	32.3	0.1%	2.2%	-0.2%	2.0	?	-0.8%	-8.1
Cc1cc(C(=O)O)ccc1-c1ccc(/C=N/n2cnnc2)o1	?	2.9%	0.2	-4.0	0.5%	5.1%	·	-7.3	?	0.8%	-8.7
CCN(C(=O)COc1ncnc2sccc12)c1ccccc1	6.4%	·	-2.5	-28.3	-0.3%	-1.9%	-1.6%	2.4	1.3%	1.8%	-8.6
O=C(COC(=O)c1cn(-c2ccccc2)nc1-c1cccs1)NC1CC1	-2.4%	3.2%	-0.9	9.9	0.4%	2.4%	2.0%	2.0	2.8%	0.7%	-12.4
O=C(c1c(F)cccc1F)N1CCC(O)(c2ccc(F)cc2)CC1	?	-0.2%	-18.7	12.8	-0.5%	-3.9%	-0.5%	1.3	-0.4%	-1.3%	33.3[activator]
O=C(OCn1ncc(Br)c(Br)c1=O)c1ccccc1Cl	-0.2%	-6.0%	7.4	-8.0	-0.1%	-9.1%	0.9%	5.1	?	-3.9%	4.0
O=C(NCCN1C(=O)C2C3C=CC(C3)C2C1=O)Nc1ccc(Br)cc1 (configuration not stated)	-3.6%	-11.4%	4.8	18.6	0.4%	2.1%	-12.5%	1.2	?	0.1%	-5.1
CCn1c(SCC(N)=O)nc2c1c(=O)n(C)c(=O)n2C	-1.3%	·	0.9	8.3	-0.2%	-0.3%	-0.4%	-2.1	-3.7%	-0.2%	-5.5
CCC(=O)Nc1c(C#N)c2nc3ccccc3nc2n1-c1ccccc1C	5.4%	2.5%	-4.4	4.1	-0.1%	-1.3%	2.9%	-0.4	?	-1.5%	10.4
COc1ccc(OC)c(N(CC(=O)Nc2cccnc2)S(=O)(=O)c2ccccc2)c1	30.3%	4.9%	-3.4	6.3	-0.5%	0.6%	5.8%	2.3	12.5%	3.3%	-11.6
O=C(NC(=O)c1cccc(F)c1)OC[C@@H]1CCCN2CCCC[C@H]12	4.7%	11.7%	22.9	-5.9	-0.2%	-1.0%	7.1%	3.4	?	4.3%	-19.4
CCOc1cccc(C(=O)Nc2cccc(C(=O)NCC(C)C)c2)c1	-18.5%	-6.2%	5.0	5.6	-0.3%	0.2%	12.3%	1.6	?	3.6%	-11.9
Cc1ccc(OCC(=O)N2CCN(C(=O)c3cccc(F)c3)CC2)cc1	2.8%	-5.0%	-4.7	10.4	0.1%	3.2%	-2.5%	-0.3	-2.8%	0.2%	1.5
O=C1OCCC1N1C(=O)c2ccccc2S1(=O)=O (configuration not stated)	0.5%	0.5%	-4.8	-3.6	-0.1%	0.1%	1.8%	-1.6	-0.8%	1.5%	-26.0
COc1cc2cc(Oc3ccc4ccc(=O)oc4c3)c(=O)oc2cc1OC1OC(COC(=O)CC(C)(O)CC(=O)O)C(O)C(O)C1O (configuration not stated)	-25.6%	7.1%	10.4	-2.9	-0.3%	·	-2.6%	1.3	3.0%	1.8%	0.8
CCN(C(=O)CN1C(=O)NC2(CCc3ccccc32)C1=O)C1CCS(=O)(=O)C1 (configuration not stated)	-14.4%	-2.0%	7.1	-20.7	0.0%	·	·	·	1.8%	2.4%	-26.6
CCCc1nnc(SCC(=O)N2CCOCC2)n1C	-5.3%	0.0%	-2.8	3.5	-1.2%	-0.7%	2.3%	3.1	6.2%	-1.0%	-12.1
Cc1nnc(SCc2c(Cl)cccc2Cl)s1	6.2%	-1.1%	-22.5	0.1	-0.1%	-2.6%	4.9%	3.8	-1.7%	2.1%	7.3

Bioassay records as filed in PubChem.

The order is random; overall some 2.4% were active at least once.
